Bioassay records: PubChem BioAssay, several laboratories
Thrombin inh: human alpha-thrombin inhibitors, primary screen, counter-screen for coagulation protease inhibitor project, biochemical, 1536-well, fluorogenic AMC substrate; Prothrombin (Homo sapiens), P00734; Boc-VPR-AMC fluorogenic substrate cleavage; inhibition, % at 5 µM; 0.26% of 220,000 active; AID 1046, 2008;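 active means inhibition at or above 40%; inactive means inhibition below 40%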;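 further: 0% = enzyme with no compound and 100% = wells without enzyme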
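System – human alpha-thrombin · Medium – pH 7.5 Tris (50 mM) with NaCl 150 mM, Tween 20 0.05% · Compound – single-point dosing at 5 µM, 0.2% DMSO · Incubation – enzyme reaction carried out at room temperature · Technique – fluorescence of released AMC, ex 355 nm, em 460 nm · Read-out basis – % inhibition of thrombin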
EBV gp42 inh: Epstein-Barr virus gp42 inhibitors, primary screen, biochemical, uHTS, fluorescence polarization. inhibition, % (tested at 21.74 µM). 0.42% of 220,000 active. Glycoprotein 42 (Epstein-Barr virus (strain AG876)), Q1HVG2. AID 1085, 2008. Fluorescence polarization binding assay, mP read-out; in the data active means inhibition above about 50%
Target sequence (Q1HVG2 whole entry, looked up): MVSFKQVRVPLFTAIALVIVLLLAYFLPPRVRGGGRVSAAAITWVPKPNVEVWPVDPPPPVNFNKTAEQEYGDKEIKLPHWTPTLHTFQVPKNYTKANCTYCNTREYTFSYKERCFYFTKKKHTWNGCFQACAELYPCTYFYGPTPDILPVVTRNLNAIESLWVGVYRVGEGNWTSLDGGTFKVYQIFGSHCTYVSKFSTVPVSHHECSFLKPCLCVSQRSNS
PPC-1+TRAIL kill: compounds killing PPC-1 cancer cells with TRAIL present, primary screen, TRAIL potentiator project, ATPLite luminescence, uHTS | cell killing (% activity), % at 4 µM | AID 1443, 2008 | 0.41% of 220,000 active | PPC-1 cells + TRAIL, ATPLite viability luminescence;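 active means cell killing above 50% in the first pass at 4 µM, then a duplicate retest at 5 µM averaging 50% or more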;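 further: plate controls were cells with TRAIL plus DMSO for no effect and medium-only wells lacking cells for full effect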
TRPML3 ag: human TRPML3 channel agonists, primary screen, cell-based, HEK293 TRPML3-YFP, Fluo-8 calcium fluorescence, 3 µM | Mucolipin-3 (Homo sapiens), Q8TDD5 | 100% = the carbachol control signal | activation, % at 3 µM | 0.29% of 220,000 active | AID 1448, 2008;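 active means activation above its plate's cutoff, the mean activation of the plate's test wells plus 3 SD, cut at about 12% in these data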;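 further: 0% = DMSO only wells and 100% = carbachol wells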
Target sequence (Q8TDD5 whole entry, looked up): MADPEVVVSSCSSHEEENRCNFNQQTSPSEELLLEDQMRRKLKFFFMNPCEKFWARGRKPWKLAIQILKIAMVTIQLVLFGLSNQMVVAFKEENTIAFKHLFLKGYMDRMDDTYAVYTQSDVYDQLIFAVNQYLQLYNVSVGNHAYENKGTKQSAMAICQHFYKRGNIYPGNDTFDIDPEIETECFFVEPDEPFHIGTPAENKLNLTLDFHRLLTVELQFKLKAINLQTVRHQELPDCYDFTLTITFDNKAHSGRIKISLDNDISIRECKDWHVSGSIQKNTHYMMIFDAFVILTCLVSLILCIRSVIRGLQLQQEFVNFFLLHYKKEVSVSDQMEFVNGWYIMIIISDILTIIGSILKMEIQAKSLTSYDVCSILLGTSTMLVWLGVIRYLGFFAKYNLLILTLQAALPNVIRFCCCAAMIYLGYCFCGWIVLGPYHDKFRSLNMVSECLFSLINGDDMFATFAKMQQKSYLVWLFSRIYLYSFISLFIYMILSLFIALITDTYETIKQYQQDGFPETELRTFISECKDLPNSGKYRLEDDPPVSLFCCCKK
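Material: TRPML3-YFP stable HEK293 cells | Dosing: One concentration, 3 µM nominal, 0.3% DMSO | Timing: 125 s total fluorescence read per well | Technique: Fluo-8 calcium dye fluorescence, ex 470-495, em 515-575 nm | Measure: Percent activation from peak-to-basal fluorescence ratio, scaled between DMSO and carbachol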
zfTRPN1 agonist: zebrafish TRPN1 channel agonists, primary screen, cell-based, HEK293, calcium fluorescence; 0.18% of 220,000 active; activation, % at 3 µM; HEK293 zebrafish TRPN1-YFP, Fluo-8 calcium fluorescence; 100% = response to 87 µM carbachol;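 active means activation above its plate's cutoff, the mean activation of test wells on that plate plus 3 SD, cut at about 19% in these data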;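 further: 0% = DMSO alone and 100% = 87 µM carbachol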
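Material – zebrafish TRPN1-YFP in HEK293 cells · Doses – 3 µM single point · Schedule – dye 1 h 37 °C plus 30 min RT · Signal – Fluo-8 calcium fluorescence, excitation 470-495 nm, emission 515-575 nm · Read-out – % activation versus carbachol response · Control set – carbachol high, DMSO low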
m-calpain inh: inhibitors of pig calpain II, primary screen, biochemical, fluorogenic peptide substrate, 1536-well; purified calpain II, 30 min; inhibition, % at 16 µM; 0.37% of 220,000 active;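 active means inhibition above about 50%, limit read from the data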
Tb hexokinase: Trypanosoma brucei hexokinase 1 inhibitors, primary screen, biochemical, G6PDH-coupled NADH absorbance, MLSCN library | hexokinase 1 [Trypanosoma brucei] | recombinant TbHK1, G6PDH-coupled NADH A340 | inhibition, % at 10 µM | 0.11% of 220,000 active;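 active means inhibition of 50% or more in the single-dose primary screen; inactive means inhibition below 50%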
KCC2 mod: KCC2 cotransporter modulators, thallium flux, primary screen, cell-based, HEK293 KCC2, FluoZin-2 fluorescence, MLSMR; Solute carrier family 12 member 5 (Homo sapiens), Q9H2X9; KCC2 cells, thallium flux FluoZin-2 fluorescence; B-score of Tl+ flux slope (higher = more flux/activation; lower = inhibition) at 10 µM; 2.2% of 190,000 active;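 active means thallium flux slope and its plate-corrected score both differing from the plate sample mean at a set confidence after two filtering rounds, in either direction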;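 further: slope of fluorescence scaled to starting intensity during 10 to 20 s after thallium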
Furin inh: human furin inhibitors, primary screen, biochemical, fluorescence intensity | P09958 | purified furin, fluorogenic substrate cleavage | inhibition, % at 30 µM | 0.061% of 220,000 active | AID 463115, 2010; in the data active means inhibition above about 25%; further: inactives centre near -15
An asterisk follows results filed as active; i = inactive; . = no result given; [ ] = another dose, or the depositor's remark.

SMILES	Thrombin inh	EBV gp42 inh	PPC-1+TRAIL kill	TRPML3 ag	zfTRPN1 agonist	m-calpain inh	Tb hexokinase	KCC2 mod	Furin inh
CCCC1(C(=O)O)NC(c2ccccc2O)C2C(=O)N(c3cccc(Cl)c3)C(=O)C21 (centres undefined)	-0.3	-8.6	12.6	.	.	-20.2	7.0	0.337	-13.1
CCNc1nc(N)nc(Oc2ccc(OCC)nn2)n1	4.1	-14.1	16.2	0.1	1.0	-17.8	8.5	0.249	-23.9[20 µM]
CCCCNC(=O)CNC(=S)N(Cc1ccccc1F)C1CCCCC1	-6.7	1.5	14.3	-0.6	-2.3	34.9	-0.6	0.0768	-19.0
COc1ccccc1N1CCN(C(=O)c2ccc(N3CCCC3=O)cc2)CC1	-5.1	-4.3	12.4	0.0	-0.2	-2.6	-3.5	.	-15.2[20 µM]
CC(=O)N1CCc2cc(Br)cc(S(=O)(=O)N3CCN(c4ccccn4)CC3)c21	.	.	12.6	0.3	1.1	.	2.6	0.9	-1.3[20 µM]
O=c1cc(O)nc(-c2ccccc2)s1	2.8	-11.7	17.4	0.8	1.6	-1.2	-0.5	-1.35	-28.9
C=CCN1CCN(C(CCC)c2nnnn2Cc2ccco2)CC1 (centres undefined)	0.6	4.0	-1.9	1.0	-0.4	9.2	4.7	-0.193	-9.3
Cn1nc(C(F)(F)F)cc1-c1ccc(/C=C(\C#N)C(=O)c2ccccc2)s1	-9.8	-142.5	9.9	0.8	1.8	-11.0	-7.4	i	-2.1
O=C(N/N=C/c1ccccc1Br)c1ccc(CSc2cccc3cccnc23)cc1	3.1	-20.9	-3.2	0.3	-1.1	-374.3	-18.7	0.187	-2.8[20 µM]
O=C(Nc1ccc([N+](=O)[O-])cc1)Nc1nc(-c2ccc(Cl)s2)cs1	-5.0	-4.9	67.4*	1.9	2.8	1.6	-5.8	0.453	-8.0
Cc1ccc(NC(=O)CCn2ccc([N+](=O)[O-])n2)nc1	-17.2	1.7	8.9	0.4	-0.8	13.1	2.4	0.773	-8.5
COc1cccc(-n2c(SCC(=O)O)nnc2-c2cccnc2)c1	-6.0	2.9	-5.7	1.1	1.2	2.2	-1.1	.	-22.0
CN(C)CCC(=O)N1c2ccccc2Sc2ccc(Cl)cc21	-0.6	-1.4	5.0	-0.2	-1.9	-11.5	2.7	.	-16.6
Cc1ccc(OCCCCn2ccnc2C)c(C)c1	-3.5	-10.7	3.9	0.9	3.4	18.8	-2.4	-0.287	-17.2
O=C(NC1CCS(=O)(=O)C1)/C(=C/c1ccc(Cl)cc1)NC(=O)c1ccccc1 (centres undefined)	-1.6	-1.2	22.4	1.1	-0.7	4.9	-2.1	1.79	-18.2
CC(=O)c1cccc(N/C=C\c2nnnn2-c2ccc(F)cc2)c1	-11.4	-5.7	-5.1	0.1	-0.8	-29.7	-4.2	-0.129	-13.0
Cn1c(=O)c2ncn(CC(=O)N/N=C/c3ccco3)c2n(C)c1=O	-9.3	-10.3	15.7	-0.5	-0.2	-0.7	4.8	0.0819	-23.2
Cc1ccc(NC(=O)c2cc(S(=O)(=O)N3CCC4(CC3)OCCO4)ccc2F)cc1	-1.1	-9.6	14.7	0.7	1.2	15.3	2.2	.	-33.3[20 µM]
COc1ccc2oc(=O)c(-c3cn4ccc(C)cc4n3)cc2c1	-11.0	-5.3	12.1	1.2	1.3	-170.7	-21.3	0.361	-18.9
c1ccc(Oc2nc3ccccc3n3cccc23)cc1	1.4	-6.6	4.2	0.3	-1.2	-0.4	13.3	.	-23.5
c1ccc(OCCCc2nc(-c3cccnc3)no2)cc1	-1.1	-13.8	24.7	1.1	-1.2	16.4	2.3	-0.226	-9.4[20 µM]
O=C(c1ccco1)N1CCN(C(=O)c2nn3cccnc3c2Cl)CC1	3.3	-4.4	17.4	-0.3	-0.1	-28.0	-2.1	.	-14.0[20 µM]
CCN(CC)S(=O)(=O)c1ccc(Cl)c(NC(=O)COC(=O)c2cccn2C)c1	-1.5	-21.5	25.4	1.2	4.1	14.3	9.1	-0.984	-11.3
COC(=O)c1sccc1S(=O)(=O)Nc1ccc(C)cc1	1.0	-10.1	11.3	-0.4	-0.6	2.0	-0.7	-0.203	-25.0

Structural class: the entries above with an aryl thioether with sulfur outside any ring
SMILES	Thrombin inh	EBV gp42 inh	PPC-1+TRAIL kill	TRPML3 ag	zfTRPN1 agonist	m-calpain inh	Tb hexokinase	KCC2 mod	Furin inh
O=C(N/N=C/c1ccccc1Br)c1ccc(CSc2cccc3cccnc23)cc1	3.1	-20.9	-3.2	0.3	-1.1	-374.3	-18.7	0.187	-2.8[20 µM]
COc1cccc(-n2c(SCC(=O)O)nnc2-c2cccnc2)c1	-6.0	2.9	-5.7	1.1	1.2	2.2	-1.1	.	-22.0

New compounds follow
SMILES	Thrombin inh	EBV gp42 inh	PPC-1+TRAIL kill	TRPML3 ag	zfTRPN1 agonist	m-calpain inh	Tb hexokinase	KCC2 mod	Furin inh
CC1CC(NC(=O)/C=C/C(=O)O)CC(C)(C)C1 (centres undefined)	-5.6	-4.4	4.8	0.6	0.2	-13.2	-12.2	0.256	-22.7
CN(C)CCCNC(=S)N(Cc1cccs1)Cc1cc2cc3c(cc2[nH]c1=O)OCCO3	-17.6	-4.3	-18.6	1.2	0.9	-169.5	-25.0	-0.221	-20.3
Cc1[nH]c2ccccc2c1/C=C/C(=O)c1ccccc1	0.1	-11.2	14.1	1.4	1.5	16.6	-10.0	2.54	-6.9
Cc1cc(C)c2nc(SCC(=O)NNC(=O)c3ccco3)c(C)cc2c1	-1.5	-30.2	2.0	-0.7	-1.0	16.9	-7.2	4.85*	-7.4
COc1cc(C(=O)N/N=C(\C)Cn2nc([N+](=O)[O-])cc2C)ccc1O	1.0	-28.6	11.9	1.6	1.5	6.1	-7.7	2.12	-16.4
CC1CC(C)CN(CCC(=O)Nc2cccc(Cl)c2)C1 (centres undefined)	1.1	1.5	35.1	0.9	0.8	14.8	-8.3	0.18	-21.6[20 µM]
O=C(Nc1ccccc1O)c1ccccc1O	1.3	-5.3	26.9	1.1	7.4	-19.4	-9.1	-2.18	-29.5
OC(CNCc1ccc2c(c1)OCO2)COc1ccc(F)cc1 (centres undefined)	-9.6	-16.0	-11.8	1.1	1.6	-5.7	-0.3	-0.22	-19.8
COC(=O)c1c(C)[nH]c(C(=O)/C=C/c2ccc(Cl)cc2)c1C	-3.3	0.1	6.8	1.0	-1.2	-31.5	-13.6	0.00927	-12.7
Cc1nn(Cc2ccccc2)c(C)c1NC(=O)CCC(=O)O	1.8	-9.2	13.0	0.1	0.1	-16.7	-3.2	1.77	-20.7[20 µM]
CC(C)CCNC(=O)C1CCCCN1S(=O)(=O)c1ccc(F)cc1 (centres undefined)	1.1	-8.9	13.1	0.9	-0.9	5.4	-6.8	.	-22.5[20 µM]
Cc1cc(-c2cc(-c3ccccc3)on2)nc(NCC2CC2)n1	-5.3	-8.3	-7.9	.	.	-5.5	-5.4	0.266	-23.2
CC(=O)Nc1cccc2c1C(=O)N(c1cccc(C)c1)C2=O	0.5	-21.3	21.3	-0.1	0.3	13.9	-6.7	2.05	18.7[20 µM]
CN(Cc1cccc(F)c1)CC(O)COCc1ccccc1Cl (centres undefined)	4.2	-3.6	0.9	0.3	0.5	-5.9	5.0	0.3	-16.0
O=[N+]([O-])c1cc(S(=O)(=O)Nc2ccc(Cl)cc2)ccc1N/N=C/c1ccncc1	-8.2	3.6	19.5	-0.1	6.2	9.4	-22.3	0.779	-8.3
Cc1cc(=O)[nH]c(SCC(=O)/C=C2\N(C)c3ccccc3C2(C)C)n1	-1.6	-10.5	28.4	5.1	4.5	-36.9	-22.6	-0.701	-10.1
COc1ccc(NS(=O)(=O)c2cccc3nsnc23)cc1OC	0.5	-8.5	-9.8	1.3	1.6	-13.9	-4.3	.	-25.1[20 µM]
Cc1ccccc1-c1noc(C23CC4CC(CC(C4)C2)C3)n1	4.1	-9.7	-12.0	0.9	6.6	-22.6	3.2	.	0.9[20 µM]
COc1ccc(CCNC(=O)Cn2cnc3c(cnn3-c3ccccc3Cl)c2=O)cc1OC	-9.8	-4.9	-28.8	1.2	0.7	-28.4	-2.5	.	0.7
O=C(c1ccco1)N1CCN(C(=O)C2CCCO2)CC1 (centres undefined)	-3.2	10.7	1.7	0.6	0.2	5.2	-6.8	1.35	-10.0[20 µM]
Cc1ccc(-c2nc(NCc3ccco3)c3ccccc3n2)cc1	-8.2	-13.5	28.4	0.6	1.6	60.6*	3.4	-0.189	-1.1

Grouped by structure: those above containing an aryl methoxy group.
SMILES	Thrombin inh	EBV gp42 inh	PPC-1+TRAIL kill	TRPML3 ag	zfTRPN1 agonist	m-calpain inh	Tb hexokinase	KCC2 mod	Furin inh
COc1ccccc1N1CCN(C(=O)c2ccc(N3CCCC3=O)cc2)CC1	-5.1	-4.3	12.4	0.0	-0.2	-2.6	-3.5	.	-15.2[20 µM]
COc1cccc(-n2c(SCC(=O)O)nnc2-c2cccnc2)c1	-6.0	2.9	-5.7	1.1	1.2	2.2	-1.1	.	-22.0
COc1ccc2oc(=O)c(-c3cn4ccc(C)cc4n3)cc2c1	-11.0	-5.3	12.1	1.2	1.3	-170.7	-21.3	0.361	-18.9
COc1cc(C(=O)N/N=C(\C)Cn2nc([N+](=O)[O-])cc2C)ccc1O	1.0	-28.6	11.9	1.6	1.5	6.1	-7.7	2.12	-16.4
COc1ccc(NS(=O)(=O)c2cccc3nsnc23)cc1OC	0.5	-8.5	-9.8	1.3	1.6	-13.9	-4.3	.	-25.1[20 µM]
COc1ccc(CCNC(=O)Cn2cnc3c(cnn3-c3ccccc3Cl)c2=O)cc1OC	-9.8	-4.9	-28.8	1.2	0.7	-28.4	-2.5	.	0.7

Outcome played no part in choosing rows (roughly 3.6% active in at least one column).
